KCNQ1 pot: potentiates or activates the human KCNQ1 potassium channel | P51787 | CHO-K1 KCNQ1, thallium flux FluxOR fluorescence; hits give high values | B-score at 10 µM | 310,000 compounds, 0.35% hits | AID 2648;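 active means fluorescence ratio B-score, a plate-corrected score, at least three library SD, with initial intensity B-score within 5 SD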
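Material: CHO-K1 cells stably expressing KCNQ1. Medium: assay buffer for compound exposure, DMSO matched across wells. Reagent: K+/Tl+ depolarizing stimulus. Compound dosing: single-concentration screen. Times: 37 °C overnight plating, 90-min dark dye load, 20-min compound pretreatment. Technique: FluxOR Tl+ flux fluorescence.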
ANO1 block: blocks the mouse calcium-activated chloride channel TMEM16A; Q8BHY3; HEK293 TMEM16A/YFP iodide influx fluorescence, ionomycin; normalized B-score (activity score, 25-100; higher = stronger inhibition) at 10 µM; 310,000 compounds, 1.2% hits;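 active means ratio plate-corrected score three or more library SD toward inhibition, starting fluorescence score within five deviations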;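 further: score derived from kinetic fluorescence span divided by baseline fluorescence per well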
Target sequence (Q8BHY3 whole entry, looked up): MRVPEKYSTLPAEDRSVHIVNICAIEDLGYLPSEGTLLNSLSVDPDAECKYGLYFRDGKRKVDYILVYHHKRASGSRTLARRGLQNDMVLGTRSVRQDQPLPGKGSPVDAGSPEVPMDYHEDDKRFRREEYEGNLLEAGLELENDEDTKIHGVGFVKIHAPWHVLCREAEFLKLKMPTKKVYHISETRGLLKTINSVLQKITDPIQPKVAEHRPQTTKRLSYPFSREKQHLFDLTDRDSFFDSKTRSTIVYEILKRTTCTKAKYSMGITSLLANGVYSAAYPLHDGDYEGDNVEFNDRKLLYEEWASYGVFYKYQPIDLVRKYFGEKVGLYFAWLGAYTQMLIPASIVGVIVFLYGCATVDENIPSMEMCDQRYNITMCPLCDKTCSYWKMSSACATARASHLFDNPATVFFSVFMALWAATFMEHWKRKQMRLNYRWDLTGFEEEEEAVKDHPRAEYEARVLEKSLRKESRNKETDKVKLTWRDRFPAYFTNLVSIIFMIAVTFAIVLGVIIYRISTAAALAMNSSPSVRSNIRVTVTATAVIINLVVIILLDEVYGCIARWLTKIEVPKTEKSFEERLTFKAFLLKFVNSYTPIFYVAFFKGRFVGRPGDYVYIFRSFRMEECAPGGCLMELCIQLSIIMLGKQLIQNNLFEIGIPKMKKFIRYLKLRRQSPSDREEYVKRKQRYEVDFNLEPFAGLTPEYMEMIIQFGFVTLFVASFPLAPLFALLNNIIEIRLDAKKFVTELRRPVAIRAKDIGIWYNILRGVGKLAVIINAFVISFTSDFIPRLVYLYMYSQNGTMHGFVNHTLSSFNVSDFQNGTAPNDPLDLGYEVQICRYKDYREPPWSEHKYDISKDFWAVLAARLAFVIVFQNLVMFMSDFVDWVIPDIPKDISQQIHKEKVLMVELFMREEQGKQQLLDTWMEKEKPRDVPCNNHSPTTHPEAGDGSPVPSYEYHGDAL
Dyrk1A ADPGlo: inhibitors of rat Dyrk1A kinase; inhibition, % at 12.5 µM; Q63470; ADP-Glo luminescence, NFATc1 peptide; 310,000 compounds, 0.43% hits; in the data active means inhibition above about 50%;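 further: plate controls were vehicle with enzyme for no effect and no enzyme for full effect; many of its hits are not listed in these tables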
TRPC4 act: activators of mouse TRPC4 channel. B-score at 10 µM. Q9QUQ5. AID 2237. 310,000 compounds, 0.49% hits. HEK293 TRPC4beta/mu-opioid, Fluo4 calcium fluorescence; hits give high values;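 active means B-score above 5 SD of library B-scores, and initial fluorescence ratio not above library mean plus 5 SD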;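 further: positive B-score marks a calcium rise read as TRPC4 activation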
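Assay system: HEK293 stable line with TRPC4beta plus mu-opioid receptor; schedule: 45 min room-temperature Fluo4 loading, 110 s read; technique: kinetic Fluo4 calcium fluorescence; evaluation: integrated baseline-normalised fluorescence ratio, converted to per-well B score; controls: buffer (low) and maximal DAMGO (high)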
HDAC3 inhib: human HDAC3 inhibition. O15379. recombinant HDAC3, fluorogenic peptide/trypsin coupled, fluorescence. inhibition, % at 8.3 µM. 320,000 compounds, 0.15% hits; in the data active means inhibition above about 26%, passing the limit was not always enough
KCNQ1 block: blocks the human KCNQ1 potassium channel. AID 2642. CHO-K1 KCNQ1, FluxOR thallium flux fluorescence; hits give high values. 310,000 compounds, 1.3% hits. P51787. B-score at 10 µM;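 active means compounds whose thallium flux B-score, printed positive for inhibition, exceeds three library SD while starting fluorescence stays within three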;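 further: channel opened by potassium depolarization with thallium stimulus after 20 min compound exposure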
TRPC4 PAM: allosterically enhances the mouse TRPC4 cation channel. Q9QUQ5. HEK293 TRPC4beta/mu-opioid, DAMGO EC20, Fluo-4 Ca2+ flux; hits give high values. B-score at 10 µM. 310,000 compounds, 0.42% hits;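 active means B-score of calcium response area above 5 SD of library B-scores, with initial fluorescence ratio within 5 SD of library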;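 further: B-score of integrated fluorescence ratio over time as area under calcium response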
TMEM16A act: activators or potentiators of mouse TMEM16A chloride channel. Q8BHY3. 340,000 compounds, 0.3% hits. HEK293 TMEM16A/YFP-H148Q/I152L, iodide quench fluorescence; hits give low values. B-score at 10 µM;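 active means fluorescence-ratio B-score plate-corrected deviation score at least 3 library SD below zero, with starting fluorescence score within 5 deviations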;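 further: channel opened by trigger with iodide after compound preincubation; score built on the fluorescence ratio of max minus min over baseline; more negative score means more quench and so TMEM16A activation or potentiation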
hERG rescue: hERG (human) protection from proarrhythmic block; CHO-hERG, FluxOR thallium flux, dofetilide IC70 present; activation (rescue from dofetilide block), less the hit threshold, % at 10 µM; Q12809; 310,000 compounds, 0.51% hits;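 active means activation above the mean of controls blocked by dofetilide plus 5 SD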;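 further: thallium influx through hERG after potassium depolarization seen as dye fluorescence rise; in these data hits start at about 4.7%; inactives centre near -7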
KCNK3 inh: human KCNK3 channel inhibition, primary screen; CHO-KCNK3 thallium flux, FluxOR fluorescence; hits give low values; B-score at 10 µM; 340,000 compounds, 0.84% hits; O14649; AID 602410;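 active means B-score under library mean minus 4 SD, starting fluorescence ratio at most library mean plus 5 SD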;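 further: more negative B-score means stronger inhibition of thallium flux through KCNK3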
KCNK9 block: blocks the human KCNK9 two-pore domain potassium channel; Q9NPC2; HEK293 KCNK9, FluxOR thallium flux fluorescence; hits give low values; 310,000 compounds, 1.2% hits; AID 488922; B-score at 10 µM;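 active means ratio B-score over 3 SD below the library mean, with starting fluorescence within 5 SD of its mean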;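 further: negative B-score means less thallium flux so channel inhibition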
* marks the source's active call; other numbers are inactive results; i = inactive; / = not tested or not shown.

SMILES	KCNQ1 pot	ANO1 block	Dyrk1A ADPGlo	TRPC4 act	HDAC3 inhib	KCNQ1 block	TRPC4 PAM	TMEM16A act	hERG rescue	KCNK3 inh	KCNK9 block
O=C(c1ccc(COc2c(F)c(F)cc(F)c2F)o1)N1CCN(c2ccc(Cl)cc2)CC1	i	i	0	i	9	i	i	i	-10	i	i
Cc1cc(NC(=O)c2ccccc2)ccc1NC(=O)Cc1ccccc1	i	i	9	i	2	i	i	i	-7	i	i
CCOC(=O)c1sc2nc(C)nc(SCC(=O)NC(C)CCc3ccccc3)c2c1C (configuration not stated)	i	i	0	i	10	i	i	i	-5	i	i
O=C(NCCc1ccccn1)c1cc(-c2ccccc2Cl)nc2ccccc12	i	i	0	i	-1	i	i	i	-14	i	i
COc1ccc(CC(=O)NC(C)c2nnc(SCC(=O)Nc3nc(C)cs3)n2C)cc1 (configuration not stated)	i	i	-5	i	0	i	i	i	-12	i	i
CSc1nc(NCCOCCO)c2sc3nc(-c4ccco4)c4c(c3c2n1)CCC4	i	i	-3	i	4	i	i	i	-15	i	i
O=C(CN1CCCc2ccccc21)NC(=O)NC1CCCCC1	i	i	/	i	-4	i	i	i	-6	i	i
Cc1cc(NC(=O)CN2CCCC(C)C2)n(-c2nc3ccccc3s2)n1 (configuration not stated)	i	/	-7	i	/	i	i	i	3	i	i
O=C(Cc1nnc(NC(=O)Nc2ccccc2F)s1)NCc1ccccc1	i	i	/	i	-1	i	i	i	-8	i	i
O=C(CN1C(=O)NC2(CCCCC2)C1=O)N1CCN(S(=O)(=O)/C=C/c2ccccc2)CC1	i	i	-4	i	-2	i	i	i	-12	i	i
CN1CCCCCC1=Nc1ccc([N+](=O)[O-])cc1	i	i	1	i	-3	i	i	i	-10	i	i
O=C(CN1C(=O)CCSc2ccc(S(=O)(=O)N3CCCC3)cc21)Nc1ccccc1	i	i	-2	i	3	i	i	i	-8	i	i
O=C(COC(=O)c1ccc(O)cc1)Nc1ccccc1	i	i	3	i	-6	i	i	i	-3	i	i
CC(=O)Nc1ccc2c(c1)CCC2=O	i	i	/	i	6	i	i	i	-6	i	i
O=S1(=O)CCOC[C@H](c2ccccc2)N1Cc1ccccc1	i	i	6	i	-2	i	i	i	-7	i	i

Continued; the last two above are carried over.
SMILES	KCNQ1 pot	ANO1 block	Dyrk1A ADPGlo	TRPC4 act	HDAC3 inhib	KCNQ1 block	TRPC4 PAM	TMEM16A act	hERG rescue	KCNK3 inh	KCNK9 block
CC(=O)Nc1ccc2c(c1)CCC2=O	i	i	/	i	6	i	i	i	-6	i	i
O=S1(=O)CCOC[C@H](c2ccccc2)N1Cc1ccccc1	i	i	6	i	-2	i	i	i	-7	i	i
O=C(CCN1C(=O)C2C3C=CC(C3)C2C1=O)NC1CCCc2ccccc21 (configuration not stated)	i	i	0	i	-3	i	i	i	-5	i	i
O=C(N/N=C\C=C\c1ccco1)c1cc(-c2ccc3ccccc3c2)n[nH]1	i	i	1	i	9	i	i	i	-8	i	i
Cc1ccc(C(=O)O/N=C/c2c(C)nn(C)c2Cl)cc1	i	i	5	i	2	i	i	i	-22	i	i
CCCN(CCC)CCCNC(=O)c1ccc(CS(=O)(=O)c2c(Cl)cccc2Cl)o1	i	i	1	79*	5	i	i	i	-4	i	i
CC(Sc1nnc(-c2cccnc2)n1N)C(=O)N1CCOCC1 (configuration not stated)	i	i	-7	i	5	i	i	i	-7	i	i
O=C1CC(Cc2ccccc2)C(=O)N1c1ncccn1 (configuration not stated)	i	i	7	i	3	i	i	i	-18	i	i
O=C(O)c1cc(-c2cccnc2)nc2ccccc12	i	i	3	i	4	i	i	i	-14	i	i
COC(CNC(=O)c1cccc2c1C(=O)N(Cc1cccnc1)C2)OC	i	i	4	i	0	i	i	i	1	i	i
COc1ccc(N(CC(=O)N2CCCCCC2)S(=O)(=O)c2c(C)[nH]c(=O)[nH]c2=O)cc1	i	i	-1	i	2	i	i	i	-14	i	i
CN1CCN(S(=O)(=O)c2ccc(NC(=O)c3cccc(S(=O)(=O)N4CCCC4)c3)cc2)CC1	i	i	5	i	6	i	i	i	-6	i	i
CCC(C)NCCOc1ccc(C)cc1[N+](=O)[O-] (configuration not stated)	i	/	/	i	/	i	i	i	-7	i	i
CCSCCOC(=O)C1=C(C)N(C)C(=O)NC1c1ccc2c(c1)OCO2 (configuration not stated)	i	i	-5	i	-1	i	i	i	-14	i	i
Cc1cc(S(=O)(=O)N2CCCCCC2)c(Cl)cc1Cl	i	i	-7	i	-3	i	i	i	-14	i	i
CS(=O)(=O)N1CCN(c2cccc(Cl)n2)CC1	i	i	19	i	-4	i	i	i	-4	i	i
CCOc1ccc(CCNC(=O)COn2nnc3ccc(S(=O)(=O)N4CCOCC4)cc32)cc1OCC	i	i	-3	i	2	i	i	i	-14	i	i
Cc1cccc(NC(=O)C[n+]2ccc(N(C)C)cc2)c1	i	i	-3	i	-4	i	i	i	-12	i	i
COC(=O)CSc1n[nH]c(-c2cccnc2)n1	i	i	7	i	3	i	i	i	-4	i	i
Cc1ccc2[nH]c3nc(NN)nnc3c2c1	i	i	6	i	1	i	i	i	-2	i	i
O=C(COc1ccccc1Cl)NCc1nc(-c2ccccc2)no1	i	i	-3	i	2	i	i	i	-7	i	i
CC1CCc2sc3ncn4nc(C(=O)NCc5ccco5)nc4c3c2C1 (configuration not stated)	i	i	-2	i	-7	i	i	i	-9	i	i
Cc1ccccc1NC(=O)CCCNC(=O)c1ccc(Cl)cc1	i	i	-9	i	-6	i	i	i	-6	i	i
CC(C)(C)C(=O)Cn1ncc(Cl)c(Cl)c1=O	i	/	23	i	/	i	i	i	-13	i	i
CCOc1ccc(N2C(=O)S/C(=C\c3cccn3C)C2=O)cc1	i	i	1	i	1	i	i	i	-2	i	i
O=[N+]([O-])c1ccccc1S(=O)(=O)N1CCN(Cc2ccc3c(c2)OCO3)CC1	i	i	-1	i	1	i	i	i	-4	i	i
Cc1ccc(CSCCNC(=O)c2ccc(NS(C)(=O)=O)cc2)cc1	i	i	-1	i	-2	i	i	i	-10	i	i
Clc1ccc(CNCCCSc2ncccn2)cc1	i	i	3	i	0	i	i	i	-9	i	i
Cc1cc(N)n2ncc(-c3cccc(Br)c3)c2n1	/	i	45	/	-3	/	/	i	/	i	/
O=C(Nc1ccccc1F)c1ccc(Cn2cc(Br)cn2)cc1	i	i	-36	i	-1	i	i	i	-5	i	i
CCOC(=O)c1c(NC(=O)C2COc3ccccc3O2)sc(C(C)=O)c1C (configuration not stated)	i	i	3	i	-1	i	i	i	2	i	i
COc1cc(CN2CCNC(=O)C2CC(=O)NC2CCC2)cc(OC)c1 (configuration not stated)	i	i	-8	i	/	i	i	i	-7	i	i

5 consecutive entries already listed, for reference:
SMILES	KCNQ1 pot	ANO1 block	Dyrk1A ADPGlo	TRPC4 act	HDAC3 inhib	KCNQ1 block	TRPC4 PAM	TMEM16A act	hERG rescue	KCNK3 inh	KCNK9 block
Clc1ccc(CNCCCSc2ncccn2)cc1	i	i	3	i	0	i	i	i	-9	i	i
Cc1cc(N)n2ncc(-c3cccc(Br)c3)c2n1	/	i	45	/	-3	/	/	i	/	i	/
O=C(Nc1ccccc1F)c1ccc(Cn2cc(Br)cn2)cc1	i	i	-36	i	-1	i	i	i	-5	i	i
CCOC(=O)c1c(NC(=O)C2COc3ccccc3O2)sc(C(C)=O)c1C (configuration not stated)	i	i	3	i	-1	i	i	i	2	i	i
COc1cc(CN2CCNC(=O)C2CC(=O)NC2CCC2)cc(OC)c1 (configuration not stated)	i	i	-8	i	/	i	i	i	-7	i	i

(list continues)
SMILES	KCNQ1 pot	ANO1 block	Dyrk1A ADPGlo	TRPC4 act	HDAC3 inhib	KCNQ1 block	TRPC4 PAM	TMEM16A act	hERG rescue	KCNK3 inh	KCNK9 block
CCOC(CNC(=O)c1ccc(N2CCc3ccccc32)c([N+](=O)[O-])c1)OCC	i	i	/	i	5	i	i	i	-12	i	i
COc1ccccc1CNC(=O)C1CCC(CNc2c(N3CCC(C)CC3)c(=O)c2=O)CC1 (configuration not stated)	i	i	3	i	-4	i	i	i	-7	i	i
O=C(NNC(=O)C12CC3CC(CC(C3)C1)C2)c1ccccn1	i	i	-6	i	-2	i	i	i	-7	i	i
CCN1CCN(C(=S)Nc2ccc3nc(N4CCN(C)CC4)cc(C)c3c2)CC1	i	i	-8	i	-1	i	i	i	-5	i	i
CCN(CC)C(=O)CSc1nnc(CCCCCNC(=O)OC(C)(C)C)o1	i	i	0	i	4	i	i	i	-12	i	i
CC1(C)CC(=O)C2=C(C1)OC(c1ccncc1)C(C#N)=C2N (configuration not stated)	i	i	-2	i	1	i	i	i	-18	i	i
CC1CCCN(c2ccc(C(=O)NCc3cccs3)cn2)C1 (configuration not stated)	i	i	2	i	0	i	i	i	-9	i	i
COc1ccc(NC(=O)c2ccc(-c3ccc(-c4noc(C)n4)cc3C)cc2)cc1N1CCN(C)CC1	/	i	1	/	3	/	/	i	/	i	/
CCc1nnc(NC(=O)COc2ccc3ccccc3c2)s1	i	i	-1	i	8	i	i	i	-13	i	i
Cc1cc(=O)oc2cc(OCC(=O)NCC3CCCO3)ccc12 (configuration not stated)	i	i	5	i	-5	i	i	i	-3	i	i
CC(=O)Nc1ccc(S(=O)(=O)N(Cc2cccnc2)Cc2cc3ccc(C)cc3[nH]c2=O)cc1	i	i	-2	i	-7	i	i	i	-15	i	i
Cc1cc(Cl)ccc1NC(=S)NCCc1ccc(Cl)cc1	i	i	/	i	3	14*	i	i	-5	i	i
CC(Cc1cccs1)NC(=O)Nc1ccc([N+](=O)[O-])cc1 (configuration not stated)	i	i	-60	i	3	i	i	i	-8	i	i
C#CCOCCOCCOCCNc1nc(N2CCN(C(=O)[C@H]([C@@H](C)CC)n3cc([C@@H](N)CC(C)C)nn3)CC2)nc(N2CCN(C(=O)[C@H](CCCCN)n3cc([C@@H](N)CC(C)C)nn3)CC2)n1	i	i	/	i	-11	i	i	i	-2	i	i
Cc1ccc(-n2[nH]c(C)c(/C=N/N3C(=O)c4cccc5cccc(c45)C3=O)c2=O)cc1	i	100*	-1	131*	-5	i	i	i	-5	i	i
Cc1ccc(Cn2c(/C=C/c3ccco3)nc3ccccc32)cc1	i	i	2	i	2	i	i	i	-2	i	i
O=C(Nc1cccc(-n2cnnn2)c1)c1cc(Cl)nc(Cl)c1	i	i	/	i	-2	i	i	i	-16	i	i
C=CCN(CC=C)C(=O)Cn1cnc([N+](=O)[O-])n1	i	i	0	i	0	i	i	i	1	i	i

The list is partial; rates above refer to the full screens.
